Screening results as filed in PubChem BioAssay.
LYPLA1 counter: blocks human lysophospholipase 1, a PME1 counter-screen; O75608; recombinant LYPLA1, FP-Rh probe fluorescence polarization; inhibition, % at 5.9 µM; 0.16% of 320,000 active;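 active = inhibition above the mean of all tested compounds plus 3 SD, set per campaign, cut at about 14% in these data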;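 also: inhibitors block serine hydrolase probe labeling of LYPLA1 so polarization falls; 0% = enzyme with DMSO and 100% = wells lacking LYPLA1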
pPAFAH FP inh: inhibitors of human plasma PAF acetylhydrolase (pPAFAH); 1.5% of 330,000 active; AID 463082; Q13093; recombinant pPAFAH, FP-rhodamine probe fluorescence polarization; inhibition, % at 3.39 µM;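 active = inhibition above the mean inhibition across the screen plus 3 SD, cut at about 25% in these data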;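 also: inhibitors block binding of the rhodamine activity-based probe so polarization drops; 0% = enzyme with DMSO and 100% = wells lacking pPAFAH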
Fam108B inh: counter-screen for RBBP9 inhibitors: inhibitors of mouse Fam108B. 0.33% of 300,000 active. AID 1947. recombinant Fam108B, FP-Rh probe fluorescence polarization. inhibition, % at 9.51 µM;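 active = inhibition above the screen mean inhibition plus 3 SD, computed separately per campaign, cut at about 18% in these data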;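 also: inhibitors lower polarization as less probe binds the enzyme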
PME-1 primary: blocks human protein phosphatase methylesterase 1. AID 2130. 0.53% of 320,000 active. recombinant PME-1, FP-Rh probe fluorescence polarization. inhibition, % at 5.9 µM;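 active = inhibition above the campaign mean of all compounds plus 3 SD, cut at about 26% in these data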;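 also: competitive labeling of PME-1 active site by serine hydrolase directed probe; 0% = PME-1 with DMSO and 100% = wells lacking PME-1 enzyme; inhibitors block probe labeling so polarization falls and inhibition rises; many of its hits are not listed in these tables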
Target sequence (Q9Y570 whole entry, looked up): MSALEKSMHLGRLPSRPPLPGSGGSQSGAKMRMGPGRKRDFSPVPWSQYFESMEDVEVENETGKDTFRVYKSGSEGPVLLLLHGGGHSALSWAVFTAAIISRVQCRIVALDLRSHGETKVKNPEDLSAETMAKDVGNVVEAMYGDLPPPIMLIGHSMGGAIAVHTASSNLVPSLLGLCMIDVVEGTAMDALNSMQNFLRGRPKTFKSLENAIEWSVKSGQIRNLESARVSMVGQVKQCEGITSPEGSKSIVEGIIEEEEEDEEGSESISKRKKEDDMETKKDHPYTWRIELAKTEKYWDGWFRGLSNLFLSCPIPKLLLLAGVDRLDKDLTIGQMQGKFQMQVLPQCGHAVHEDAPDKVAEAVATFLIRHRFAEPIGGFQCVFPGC
PAFAH1B2 FP inh: blocks human PAF acetylhydrolase 1b catalytic subunit 2; inhibition, % at 3.39 µM; P68402; recombinant PAFAH1B2, FP-rhodamine activity probe, fluorescence polarization; 1.2% of 340,000 active;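 active = inhibition above the mean of all tested compounds plus 3 SD, cut at about 24% in these data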;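 also: 0% = enzyme with DMSO and 100% = wells lacking PAFAH1B2; many of its hits are not listed in these tables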
Target sequence (P68402 whole entry, looked up): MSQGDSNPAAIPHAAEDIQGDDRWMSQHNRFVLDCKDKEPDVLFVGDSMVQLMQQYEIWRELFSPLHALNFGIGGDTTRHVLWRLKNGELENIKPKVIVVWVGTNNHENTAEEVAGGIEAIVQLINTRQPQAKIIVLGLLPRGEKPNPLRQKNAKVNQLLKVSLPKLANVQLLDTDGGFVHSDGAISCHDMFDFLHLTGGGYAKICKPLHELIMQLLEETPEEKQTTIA
PAFAH2 inh: PAFAH2 (human) inhibition; recombinant PAFAH2, FP-rhodamine activity probe, fluorescence polarization; 0.99% of 340,000 active; inhibition, % at 3.39 µM; AID 492956; Q99487;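 active = inhibition above the mean over all tested compounds plus 3 SD, cut at about 30% in these data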;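 also: inhibitors block probe labeling of enzyme so polarization drops; 0% = enzyme with DMSO and 100% = wells lacking PAFAH2 protein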
GSTO1 counter: GSTO1 inhibition, counter-screen for RBBP9 inhibitors; inhibition, % at 5.96 µM; recombinant GSTO1, activity-based probe fluorescence polarization; AID 1974; 1.1% of 300,000 active;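 active = inhibition above the campaign mean inhibition plus 3 SD, cut at about 35% in these data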;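 also: 0% = GSTO1-1 with DMSO and 100% = wells lacking GSTO1-1 enzyme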
Target sequence (P78417 whole entry, looked up): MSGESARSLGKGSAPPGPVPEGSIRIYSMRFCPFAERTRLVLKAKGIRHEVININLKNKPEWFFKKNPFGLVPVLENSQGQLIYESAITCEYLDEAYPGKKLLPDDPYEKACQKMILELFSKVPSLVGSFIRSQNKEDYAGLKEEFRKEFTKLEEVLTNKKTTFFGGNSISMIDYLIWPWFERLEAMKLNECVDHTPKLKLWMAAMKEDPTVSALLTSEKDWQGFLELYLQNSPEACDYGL
PAFAH1B3 FP inh: blocks human PAF acetylhydrolase 1B catalytic subunit 3; Q15102; inhibition, % at 3.39 µM; recombinant PAFAH1B3, FP-rhodamine probe, fluorescence polarization; 0.28% of 340,000 active; AID 492972;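 active = inhibition above the screen-wide average of all tested compounds plus 3 SD, cut at about 25% in these data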;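 also: 0% = enzyme with DMSO only and 100% = wells lacking PAFAH1B3 protein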
PAD4 FP inh: PAD4 (human) enzyme inhibition; recombinant PAD4, RCA probe fluorescence polarization; 0.41% of 330,000 active; inhibition, % at 6.36 µM; AID 485272; Q9UM07;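 active = percent inhibition above a cutoff equal to the mean of all tested compounds plus 3 SD, cut at about 15% in these data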;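 also: 0% = PAD4 with RCA probe and DMSO and 100% = probe without PAD4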
Numbers without * were called inactive; / = not tested or not shown. Not all compounds are listed; rates above refer to the full screens.

[1] C=C(C)CN(CC)C(=O)CSc1nc(O)cc(=O)n1C1CCCC1
[2] O=C(OCn1nnc2ccccc2c1=O)C1COc2ccccc2O1 (stereo not drawn)
[3] N#CC1=C2SCN(Cc3ccco3)CN2C(=O)CC1c1cccc2ccccc12 (stereo not drawn)
[4] COc1ccc(Cl)cc1S(=O)(=O)NC1CC(C)(C)NC(C)(C)C1
[5] CCOc1ccc(NC(=S)NCc2ccc3[nH]c(C)cc3c2)cc1
Assay by compound,1,2,3,4,5
LYPLA1 counter,-5,4,-10,-2,-2
pPAFAH FP inh,-1,-2,4,-1,-6
Fam108B inh,3,0,-1,1,9
PME-1 primary,5,-2,-1,3,2
PAFAH1B2 FP inh,5,3,8,2,3
PAFAH2 inh,3,1,6,-5,-4
GSTO1 counter,13,-1,5,11,5
PAFAH1B3 FP inh,12,3,9,5,8
PAD4 FP inh,1,1,-2,-4,-9

[6] COCC(C)NC(=O)CSc1nc2ccccc2c(=O)n1CCc1ccc(S(N)(=O)=O)cc1 (stereo not drawn)
[7] CCCCCn1nc(C(=O)N(CCOC)c2c(N)n(CCCC)c(=O)[nH]c2=O)c2ccccc2c1=O
[8] Cc1c(NC(=O)C(C)OC(=O)c2ccc(NC(=O)CC#N)cc2)c(=O)n(-c2ccccc2)n1C (stereo not drawn)
[9] CN(Cc1ccccc1)S(=O)(=O)c1csc(C(N)=O)c1
[10] Cc1nnc(NC(=O)c2ccccc2F)s1
Assay by compound,6,7,8,9,10
LYPLA1 counter,-6,-1,1,-1,-2
pPAFAH FP inh,0,6,6,-1,1
Fam108B inh,7,2,3,-1,-2
PME-1 primary,7,0,-4,0,5
PAFAH1B2 FP inh,6,1,0,8,7
PAFAH2 inh,4,2,4,3,5
GSTO1 counter,-1,4,-3,-4,-5
PAFAH1B3 FP inh,7,4,0,5,6
PAD4 FP inh,-4,1,3,-2,-5

[11] Cc1[nH]c2ccccc2c1C(=O)CN1CCN(c2ccc(Cl)cc2)CC1
[12] CC(=O)Nc1nnc(CCS(=O)(=O)c2ccc(C)c(C)c2)s1
[13] O=C(CSc1nc2ccccc2[nH]1)Nc1ccccc1F
[14] O=C(Nc1ccc2c(c1)OCO2)C1CCCN(S(=O)(=O)Cc2ccccc2)C1 (stereo not drawn)
[15] Nc1cc2c(cc1C(=O)c1ccccc1F)OCCO2
Assay by compound,11,12,13,14,15
LYPLA1 counter,0,1,-2,1,2
pPAFAH FP inh,1,1,-5,0,5
Fam108B inh,-5,3,3,5,2
PME-1 primary,3,2,-27,1,-2
PAFAH1B2 FP inh,-3,-5,3,3,3
PAFAH2 inh,-3,6,3,2,6
GSTO1 counter,4,0,2,-1,1
PAFAH1B3 FP inh,-3,7,-4,-4,1
PAD4 FP inh,1,1,-1,0,-4

[16] CCOc1ccc(CN(C)CC(=O)Nc2ccc3c(c2)CCC3)cc1OC
[17] O=c1cc(CSc2nnc(Nc3ccccc3)s2)nc2sccn12
[18] CC(CN1CCCC1)OC(=O)C(c1ccccc1)c1ccccc1 (stereo not drawn)
[19] CCOC(=O)N1CCC(NC(=O)c2cc(COc3ccc(F)cc3Cl)on2)CC1
[20] CCOc1ccccc1OCCCC(=O)NNC(=O)c1ccc(F)cc1
Assay by compound,16,17,18,19,20
LYPLA1 counter,3,2,1,-3,/
pPAFAH FP inh,7,-3,-2,2,-2
Fam108B inh,1,4,-2,0,/
PME-1 primary,7,7,2,-3,/
PAFAH1B2 FP inh,8,1,5,-4,-2
PAFAH2 inh,4,8,2,8,-3
GSTO1 counter,0,10,1,0,/
PAFAH1B3 FP inh,-2,5,5,7,-3
PAD4 FP inh,1,-4,-3,-4,-2

[21] Cc1cc(C)n2nc(C(=O)N3CCN(Cc4ccc5c(c4)OCO5)CC3)nc2n1
[22] O=C(/C=C1\NC2(CCCC2)Cc2ccccc21)C(=O)N/N=C/c1ccccc1O
[23] Cc1ccc(NC(=S)NNC(=O)CSc2nnc(-c3ccc(Cl)cc3)n2C2CCCCC2)cc1
[24] COc1ccccc1-n1cnnc1SC(C)C(=O)Nc1cccc([N+](=O)[O-])c1 (stereo not drawn)
[25] Cc1cc([N+](=O)[O-])nn1CC(=O)N1c2ccccc2CC1C (stereo not drawn)
Assay by compound,21,22,23,24,25
LYPLA1 counter,1,-20,-1,6,-3
pPAFAH FP inh,2,17,6,0,-1
Fam108B inh,2,-23,0,7,4
PME-1 primary,1,-19,-1,3,7
PAFAH1B2 FP inh,1,-4,7,19,5
PAFAH2 inh,-3,0,10,0,-3
GSTO1 counter,2,-12,-2,3,2
PAFAH1B3 FP inh,6,3,11,9,-1
PAD4 FP inh,1,-11,1,-5,4

[26] O=C(NCCS(=O)(=O)c1ccc(Cl)cc1)c1ccc(F)cc1
[27] COc1cc2c(cc1OC)C(C)N(C(=O)c1cc3c(C)cc(C)cc3[nH]1)CC2 (stereo not drawn)
[28] Cc1c(NC(=O)c2ccc(CN3CCc4ccccc4C3)cc2)c(=O)n(-c2ccccc2)n1C
[29] COc1ccc2cc(CCl)c(Cl)nc2c1
[30] Cc1nc([N+](=O)[O-])nn1C12CC3CC(CC(Br)(C3)C1)C2
Assay by compound,26,27,28,29,30
LYPLA1 counter,0,-3,0,-3,1
pPAFAH FP inh,-1,4,3,7,-1
Fam108B inh,-6,-6,-2,10,7
PME-1 primary,0,9,-6,3,-2
PAFAH1B2 FP inh,11,6,-3,10,16
PAFAH2 inh,2,5,-12,11,5
GSTO1 counter,-6,1,-1,7,9
PAFAH1B3 FP inh,0,3,-5,6,5
PAD4 FP inh,2,-7,-1,-5,2

[31] O=C(c1ccc(S(=O)(=O)N2CCCCC2)cc1)N(c1ccccn1)C1CCCCC1
[32] Cc1ccc(N2C(=O)c3ccccc3C2C(=O)c2ccc(C)c(C)c2O)cc1 (stereo not drawn)
[33] COc1ccc(NC(=S)NCCc2ccccc2OC)c(OC)c1
[34] COc1cccc(-c2nc(CS(=O)CC(=O)NCc3ccc(F)cc3)c(C)o2)c1 (stereo not drawn)
[35] COc1cc(/C=C2/C(=N)N3N=C(CC(=O)N4CCOCC4)SC3=NC2=O)ccc1OCc1ccccc1F
Assay by compound,31,32,33,34,35
LYPLA1 counter,-1,-1,4,2,0
pPAFAH FP inh,-4,12,13,2,4
Fam108B inh,3,-14,2,1,2
PME-1 primary,3,-6,5,-4,-4
PAFAH1B2 FP inh,2,-1,0,-3,1
PAFAH2 inh,-1,-8,1,1,3
GSTO1 counter,-7,27,6,10,2
PAFAH1B3 FP inh,3,5,4,-1,11
PAD4 FP inh,5,3,-1,1,-10

[36] Cn1c(-c2cc3ccc(OC(=O)C(C)(C)C)cc3oc2=O)nc2ccccc21
[37] Cc1cc2oc(=O)cc(COC(=O)c3n[nH]c4ccccc34)c2cc1C
[38] CCOC(=O)c1n[nH]c(=O)c2ccccc12
[39] OC1(c2cccc(C(F)(F)F)c2)CCN(c2ccc(-c3ccccc3)nn2)CC1
[40] COc1ccc(OCC(O)CNC(=O)c2c(-c3ccccc3)noc2C)cc1 (stereo not drawn)
Assay by compound,36,37,38,39,40
LYPLA1 counter,2,-2,-2,2,-1
pPAFAH FP inh,5,-4,2,3,-4
Fam108B inh,8,-33,1,-4,-2
PME-1 primary,0,-7,-4,0,-1
PAFAH1B2 FP inh,0,-9,/,2,3
PAFAH2 inh,-2,-7,/,6,9
GSTO1 counter,1,-9,8,0,-8
PAFAH1B3 FP inh,3,-17,/,4,9
PAD4 FP inh,6,3,5,-3,-2

[41] COc1ccc(-c2cn(-c3ccc(Br)cc3)c3[n+]2CCS3)cc1
[42] CCCC(=O)NCCCc1nc2ccccc2n1C(C)C
[43] O=C(CSc1nnc(CNC(=O)c2cccc(C(F)(F)F)c2)o1)NCc1ccco1
[44] Cc1nc(-c2ccccc2)nc(Cl)c1Cl
[45] O=C1/C(=C/c2ccccn2)SC(=S)N1N1CCOCC1
Assay by compound,41,42,43,44,45
LYPLA1 counter,0,-1,3,4,2
pPAFAH FP inh,1,5,0,6,-1
Fam108B inh,2,-2,4,0,-5
PME-1 primary,2,-1,7,-4,-5
PAFAH1B2 FP inh,2,5,15,6,1
PAFAH2 inh,4,10,9,-4,2
GSTO1 counter,2,34,6,6,1
PAFAH1B3 FP inh,6,8,4,5,0
PAD4 FP inh,-3,-4,7,-5,-6

[46] C=CCn1c(COc2ccccc2)nnc1SCC(=O)Nc1ccc2c(c1)OCCO2
[47] Cc1cc(C(F)F)n2nc(C(=O)Nc3cc(C)on3)nc2n1
[48] CCCNC(=O)c1onc(CSc2ccccc2)c1C(=O)NCCC
[49] CCc1oc2ccccc2c1C(=O)CCN1CCCCC1
[50] COc1ccc(-c2nnn3c2nc(NCc2ccccc2)c2ccccc23)cc1
Assay by compound,46,47,48,49,50
LYPLA1 counter,2,-1,2,3,4
pPAFAH FP inh,7,5,1,3,3
Fam108B inh,1,4,0,3,5
PME-1 primary,-2,0,0,7,8
PAFAH1B2 FP inh,-2,-4,8,1,1
PAFAH2 inh,-5,-1,1,-2,-2
GSTO1 counter,-5,5,4,-17,8
PAFAH1B3 FP inh,-2,-5,16,6,-3
PAD4 FP inh,-1,-2,3,-1,-3

[51] CCOc1ccccc1CN1CCN(CC2CC2)CC1CCO (stereo not drawn)
[52] COc1ccc(CCNC(=O)CCNS(=O)(=O)c2cccc(Cl)c2)cc1OC
[53] Cc1ccc(C)c(N2CCN(C(=O)CN3C(=S)NC(C)(C)CC3C)CC2)c1 (stereo not drawn)
[54] COc1ccccc1N1CCN(C(=O)c2ccc3[nH]c(C)c(C)c3c2)CC1
[55] O=C(O)CCn1cc(/C=N/O)c(-c2cccc([N+](=O)[O-])c2)n1
Assay by compound,51,52,53,54,55
LYPLA1 counter,-6,-3,0,14,-2
pPAFAH FP inh,3,1,2,8,1
Fam108B inh,2,7,4,1,-2
PME-1 primary,3,-9,2,2,-3
PAFAH1B2 FP inh,4,4,5,4,4
PAFAH2 inh,-5,-4,1,-3,-2
GSTO1 counter,-1,10,10,3,1
PAFAH1B3 FP inh,11,4,7,4,-2
PAD4 FP inh,-1,0,3,0,1

Five compounds drawn at random from those above:
[52] COc1ccc(CCNC(=O)CCNS(=O)(=O)c2cccc(Cl)c2)cc1OC
[51] CCOc1ccccc1CN1CCN(CC2CC2)CC1CCO (stereo not drawn)
[53] Cc1ccc(C)c(N2CCN(C(=O)CN3C(=S)NC(C)(C)CC3C)CC2)c1 (stereo not drawn)
[55] O=C(O)CCn1cc(/C=N/O)c(-c2cccc([N+](=O)[O-])c2)n1
[54] COc1ccccc1N1CCN(C(=O)c2ccc3[nH]c(C)c(C)c3c2)CC1
Assay by compound,52,51,53,55,54
LYPLA1 counter,-3,-6,0,-2,14
pPAFAH FP inh,1,3,2,1,8
Fam108B inh,7,2,4,-2,1
PME-1 primary,-9,3,2,-3,2
PAFAH1B2 FP inh,4,4,5,4,4
PAFAH2 inh,-4,-5,1,-2,-3
GSTO1 counter,10,-1,10,1,3
PAFAH1B3 FP inh,4,11,7,-2,4
PAD4 FP inh,0,-1,3,1,0
